High-throughput results as filed in PubChem BioAssay.
HTR2A ag = activates the mouse 5-HT2A serotonin receptor; P35363; CHO-K1 mHTR2A beta-arrestin complementation, luminescence; percent of 30 µM serotonin response; activation, % at 7.6 µM; 0.66% of 360,000 active;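 active = activation above a run cutoff, the mean activation of all tested compounds plus 3 SD, cut at about 14% in these data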;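 also: 0% = plate median of compound wells and 100% = 30 µM serotonin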
Target sequence (P35363 whole entry, looked up): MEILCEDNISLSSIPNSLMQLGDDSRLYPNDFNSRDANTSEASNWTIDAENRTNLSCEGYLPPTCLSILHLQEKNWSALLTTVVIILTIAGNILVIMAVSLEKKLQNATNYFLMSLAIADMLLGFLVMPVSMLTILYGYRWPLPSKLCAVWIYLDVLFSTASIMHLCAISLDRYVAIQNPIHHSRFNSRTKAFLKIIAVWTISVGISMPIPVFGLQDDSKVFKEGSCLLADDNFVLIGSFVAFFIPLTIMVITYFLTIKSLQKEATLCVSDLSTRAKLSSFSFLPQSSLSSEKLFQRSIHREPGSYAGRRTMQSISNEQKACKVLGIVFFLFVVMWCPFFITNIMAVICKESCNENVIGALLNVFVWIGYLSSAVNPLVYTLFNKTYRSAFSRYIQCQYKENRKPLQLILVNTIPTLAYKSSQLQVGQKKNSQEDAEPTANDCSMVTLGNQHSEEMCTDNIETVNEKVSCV
H9c2 protect = myocardial damage modulation in H9c2 cells | H9c2 cardiomyocytes, H2O2 injury protection, ATPLite, 2 h | protection from H2O2 cell death, % at 20 µM | 0.63% of 360,000 active | AID 588492;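 active = compounds giving at least 50% protection of heart cells from peroxide-induced death in the single-dose screen, raw or plate-pattern-corrected value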;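 also: 0% = DMSO wells with peroxide and 100% = DMSO wells without peroxide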
N-glyco inh = blocks N-linked glycosylation in D54 reporter cells; D54 ERlucT glycosylation luciferase reporter, 24 h; percent of 100 nM tunicamycin response; reporter increase, % at 12.5 µM; 0.23% of 360,000 active;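 active = mean luciferase reporter signal, scaled so untreated is 0 and the glycosylation-blocking control 100, at or above a set limit in every replicate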;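 also: luciferase carries N-glycosylation sites so blocking glycosylation raises the light; 0% = median of neutral control wells and 100% = median of 100 nM tunicamycin wells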
ABCB6 inh MLPCN = inhibitors of human ABC transporter ABCB6 | K562-ABCB6 porphyrin accumulation, flow cytometry, 1 h; stronger effect = lower value | fluorescence ratio to DMSO, % at 10 µM | 0.19% of 360,000 active;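 active = fluorescence ratio to DMSO below 75%, the collection mean minus 3 SD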;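 also: signal is porphyrin accumulated inside mitochondria; 100% equals median channel fluorescence of DMSO control wells; lower ratio means ABCB6 inhibition with less porphyrin fluorescence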
hiPSC survival = hiPSC single-cell survival enhancement; ATPlite luminescence; 100% = ROCK inhibitor wells, 0% = DMSO; survival enhancement, % at 20 µM; 0.044% of 360,000 active; AID 602274; in the data active = survival enhancement above about 18%;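 also: cells exposed to compounds for 16 hours before the ATP read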
MC4R ag barr = activates human MC4R beta-arrestin recruitment; P32245; U2OS MC4R beta-arrestin complementation, luminescence; percent of melanotan II response, DMSO zero; activation, % at 8.9 µM; 0.98% of 360,000 active; AID 540308;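 active = activation above a per-plate cutoff, the mean activation of sample wells on that plate plus 3 SD, cut at about 8% in these data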
Target sequence (P32245 whole entry, looked up): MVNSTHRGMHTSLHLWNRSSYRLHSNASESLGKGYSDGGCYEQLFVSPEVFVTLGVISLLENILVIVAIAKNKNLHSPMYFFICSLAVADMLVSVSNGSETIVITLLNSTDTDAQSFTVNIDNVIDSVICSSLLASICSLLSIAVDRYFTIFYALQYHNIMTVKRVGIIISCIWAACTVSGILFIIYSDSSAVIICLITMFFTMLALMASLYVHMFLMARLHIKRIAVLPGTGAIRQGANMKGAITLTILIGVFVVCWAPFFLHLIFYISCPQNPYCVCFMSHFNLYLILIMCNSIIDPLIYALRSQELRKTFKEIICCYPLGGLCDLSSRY
MC4R antagonist = blocks human MC4R cAMP signaling; P32245; MC4R-expressing cells, MTII-stimulated cAMP, LANCE TR-FRET; inhibition, % at 6.5 µM; 0.48% of 360,000 active;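 active = inhibition above its plate's cutoff, the mean of tested wells on that plate plus 3 SD, cut at about 29% in these data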;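 also: 0% = Melanotan II alone and 100% = Melanotan II plus saturating MCL0020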
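Material: U2OS-MC4R stable cell line | Reagent: Melanotan II challenge after compound preincubation | Doses: One concentration, 6.5 µM nominal | Incubation: 30-min compound preincubation, 1-h Melanotan II challenge, 1-h detection, room temperature | Signal: TR-FRET cAMP assay | Replicates: One well per compound, no replicates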
ABHD5-PLIN5 inh = inhibitors of human ABHD5-perilipin-5 interaction | AID 602281 | 0.78% of 360,000 active | inhibition, % at 4 µM | Split G. princeps luciferase complementation, luminescence, 4 h;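 active = inhibition above the mean inhibition across every tested compound plus 3 SD, cut at about 22% in these data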;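 also: 0% = DMSO only wells and the 100% control is not disclosed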
Exocytosis inh = lytic granule exocytosis inhibition; 0.66% of 360,000 active; inhibition, % at 10 µM; TALL-104 LAMP-1 surface exposure, flow cytometry; cells stimulated with thapsigargin and PMA; AID 651702;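 active = inhibition above about 55%, limit read from the data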
aDG glyco up = alpha-DG glycosylation activation; Pro5-aDG cells, alpha-DG glycosylation AlphaScreen (IIH6); 0% Pro5, 100% B10-LARGE cell signal; activation, % at 10 µM; 0.22% of 360,000 active; AID 624168;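 active = activation of at least 8% versus controls, or a plate z-score of at least 8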;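 also: Pro5 are CHO cells carrying HIG-tagged alpha-DG that lacks glycosylation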
* = called active by the depositor; / = not tested or not shown.

SMILES	HTR2A ag	H9c2 protect	N-glyco inh	ABCB6 inh MLPCN	hiPSC survival	MC4R ag barr	MC4R antagonist	ABHD5-PLIN5 inh	Exocytosis inh	aDG glyco up
O=C(Nc1cccc(C(F)(F)F)c1)N1CCC(c2nc(-c3ccc(F)cc3)no2)CC1	-3	-10	-3	95	3.1	3.6	6	-14	0	1.5
CCOc1ccc2nc(SCC(=O)NCc3ccc(OC)c(OC)c3)[nH]c2c1	-4	0	-2	102	0.2	-2.3	-1	2	1	0.4
CCOCCCN(C(=O)c1snc(C(N)=O)c1N)C(C(=O)NC1CCCC1)c1ccc(F)cc1 (stereo not drawn)	-12	2	-1	105	1.6	0.8	5	1	-3	0.0
CN1CCN([C@@H]2CS(=O)(=O)N[C@H]2COCc2ccccc2)CC1	5	3	2	94	1.6	/	/	-1	-5	0.3
COCCN(CC(=O)NCc1ccc(F)cc1)C(=O)CCC(=O)Nc1nccs1	0	8	1	102	-1.1	0.1	-3	-1	2	-0.4
O=C(CN1C(=O)NC2(CCCCCC2)C1=O)Nc1ccc(OC(F)(F)F)cc1	3	-4	11	91	-2.4	1.4	4	1	-9	-0.2
COc1ccc(-c2nnc(SCC(=O)NC3CCCC3)n2C)cc1	7	-4	-1	98	0.4	-1.7	19	5	4	0.3
CC(OC(=O)c1cc(S(=O)(=O)Nc2ccc(F)cc2)ccc1Cl)C(=O)Nc1ccc2c(c1)OCCO2 (stereo not drawn)	-2	3	0	76	-0.5	-0.5	4	-7	-2	0.0
CSc1ccc(CN2CCN(C(=O)CC(C)C)CC2)cc1	2	-2	1	97	-0.3	0.4	9	9	4	0.0
COc1cc(/C=C/c2sc3ccccc3[n+]2CCCS(=O)(=O)[O-])ccc1O	-2	-10	-1	106	1.4	-5.7	-47	12	-4	-0.3
C=C(C)CN1CCN(c2ccc(N3C(=O)CCCC3=O)cc2[N+](=O)[O-])CC1	3	5	0	102	-0.6	1.6	12	-7	4	-0.1
Cc1c(NS(=O)(=O)c2ccc3c(c2)n(C)c(=O)n3C)c(=O)n(-c2ccccc2)n1C	2	3	4	96	2.1	-0.1	8	4	1	-0.2
COc1cc(Br)cc2cc(C(=O)N3CCN(C(=O)c4ccco4)CC3)c(=O)oc12	-1	3	1	105	-0.4	-1.9	28	-4	-5	0.0
O=C(O)C1CCCN1c1ncnc2ccccc12 (stereo not drawn)	0	4	0	100	0.6	-0.9	-1	-1	2	0.0
COc1cccc(C(=O)NCC2CCN(c3ccc(S(=O)(=O)N4CCOCC4)cc3)CC2)c1	3	-10	1	91	-0.3	-1.0	18	-2	-1	-0.1
CCOC(=O)c1cccc2c1-c1ccccc1/C2=N/O	-6	-9	-11	92	-1.4	0.2	0	-6	8	0.1
CC(=O)c1cccc(-c2ccnc3c2CC(C(=O)Nc2cccc(N(C)C)c2)O3)c1 (stereo not drawn)	2	17	9	92	4.5	-0.1	-4	5	2	0.4
O=C(COc1ncnc2ccc(Br)cc12)N1CCOCC1	-1	-2	0	101	-0.8	-1.5	14	0	0	0.0
COc1ccc(C)cc1S(=O)(=O)Nc1cccnc1	-1	5	1	89	3.3	-2.4	5	4	-7	0.0
Cc1cccc(C)c1NC(=O)CN1CCc2ccccc2C1	11	-7	-2	96	-0.7	-0.3	4	1	-10	0.1
Cc1ccccc1Nc1nc(N)nc(CSc2nnc3ccccn23)n1	2	6	-1	93	-0.3	-2.3	2	-2	-2	-0.1
Clc1ccc(C2Nc3cccc4cccc(c34)N2)cc1Cl	14	0	3	107	-0.2	-0.9	5	-1	20	-0.2
COC(=O)c1cc(-c2ccc(S(=O)(=O)N3CCCC3)cc2)c(C(F)(F)F)s1	-1	-10	3	98	-0.8	-0.2	2	2	-3	0.1
COc1ccc(N2C(=O)CC(NNC(=O)c3cc(C)oc3C)C2=O)cc1 (stereo not drawn)	7	-9	-2	88	0.3	-0.8	2	-6	0	0.0
CN1CCN(CCn2c(=S)[nH]c3ccccc3c2=O)CC1	-10	11	2	102	-0.4	-2.1	12	1	5	0.0
CC1(C)Cc2nc3scc(NC(=O)c4ccccc4)c3cc2CO1	1	-2	0	88	-0.3	0.9	-5	3	-7	-0.1
CCN1C(=O)CC2(C[N+]3(C)CCC2CC3)C1=O (stereo not drawn)	3	5	-2	96	-3.0	-1.2	9	3	-5	0.2
O=C(CN1CCN(c2ccccn2)CC1)Nc1cccc(F)c1	/	3	3	98	0.1	/	/	/	-1	0.0
O=C(O)c1cccnc1Sc1ncnc2sc3c(c12)CCC3	1	-1	-2	96	0.0	-1.2	0	-5	1	0.0
Cc1cc(C(=O)NCc2ccco2)cs1	-3	-2	1	96	-1.1	-4.4	-1	-9	-6	0.0
CC(/C=C/c1ccccc1)=N/NC(=O)CNC(=O)c1ccc2c(c1)OCO2	10	-18	2	106	0.3	-1.6	3	4	0	-0.2
CN(C)c1ncnc2c1ncn2[C@H]1CN(CCN2CCOCC2)C[C@@H](CO)O1	7	0	0	94	-0.3	-1.5	7	-1	2	-0.2
CC1CCCN(c2nc3c(c(=O)[nH]c(=O)n3C)n2Cc2ccccc2Cl)C1 (stereo not drawn)	-1	14	-1	94	0.5	2.9	2	-5	4	0.2
CC(/C=C/c1ccco1)=N\NC(=O)CNc1ccc2ccccc2c1	-2	-13	3	98	2.5	-0.9	5	-4	100*	0.0
COc1ccc(N2CCN(CCNC(=O)Nc3cccc(C)c3C)CC2)cc1	-12	3	0	100	-0.5	-1.2	12	-8	2	-0.2
CC1=C(C(=O)N2CCCCCC2)CC(CC(=O)NCCCN(C)C)C(=O)N1Cc1ccc(C(C)(C)C)cc1 (stereo not drawn)	-2	/	/	103	-1.1	/	/	10	-13	-0.1
CCSc1nc(=O)n(-c2ccccc2)c(C)c1C(C)=O	4	-10	0	95	-1.7	1.6	15	-2	-2	0.0
CC(NC(=O)c1ccccc1[N+](=O)[O-])C1CC2CCC1C2 (stereo not drawn)	2	-2	1	93	-0.3	-2.1	0	0	-2	-0.1
COc1ccc(CNC(=O)C2CCCN2S(=O)(=O)c2ccc(C)cc2)cc1 (stereo not drawn)	-2	-3	-1	101	0.1	-0.1	7	1	0	0.1
CCn1c2ccccc2c2cc(NC(=O)N3CCOCC3)ccc21	-2	-4	1	111	12	1.5	17	2	0	0.0
O=C(Cn1c(=O)oc2cc(S(=O)(=O)N3CCOCC3)ccc21)N1CCc2ccccc2C1	-5	-19	-1	98	0.1	0.4	9	-4	0	-0.1
O=C(Cn1c(C(F)(F)F)nc2ccccc21)N/N=C/c1ccco1	7	0	2	89	-0.2	2.2	5	1	5	-0.1
COc1ccccc1CNS(=O)(=O)c1ccc(-n2cnnn2)c(OC)c1	12	2	1	101	-0.2	-0.2	8	-1	8	0.0
OCCN1CCN(c2cc(-c3ccc(CO)cc3)nc3ccnn23)CC1	-7	8	3	96	-1.1	-0.1	13	-3	0	0.1
COc1ccc(NC(=O)CSc2nnnn2C2CCCC2)cc1S(=O)(=O)N1CCOCC1	-4	-2	1	101	-2.1	-1.7	1	6	2	0.0
CC(C)CC(=O)NC(NC(=O)CC(C)C)c1cccc([N+](=O)[O-])c1	-3	-1	1	103	-0.7	-1.5	7	-2	-4	0.2
CC(C)Oc1ccc(/C(O)=C2/C(=O)C(=O)N(CCCn3ccnc3)C2c2cccnc2)cc1 (stereo not drawn)	4	-4	2	101	-1.8	-1.5	-3	0	-7	-0.1
CC(C)C(NC(=O)OCc1ccccc1)C(=O)NC(Cc1ccc(O)cc1)C(=O)O (stereo not drawn)	6	-4	1	98	-0.2	-0.9	10	3	-8	0.0
O=C(CSc1nnc(-c2ccncc2)o1)NCc1ccccc1Cl	-3	12	0	102	3.2	3.4	0	10	-5	-0.2
O=C(Cc1ccc(S(=O)(=O)N2CCOCC2)s1)N1CCN(S(=O)(=O)c2cccc(F)c2)CC1	3	10	-3	97	-2.6	-1.2	2	5	-5	0.6

Continued.
SMILES	HTR2A ag	H9c2 protect	N-glyco inh	ABCB6 inh MLPCN	hiPSC survival	MC4R ag barr	MC4R antagonist	ABHD5-PLIN5 inh	Exocytosis inh	aDG glyco up
CN(C)CCCN1C(=O)C(O)=C(C(=O)c2cc3ccccc3o2)C1c1ccccn1 (stereo not drawn)	-4	-1	0	97	0.8	-0.8	33*	-1	1	-0.2
COc1cc(OC)cc(-c2c(-c3cccs3)c3cc(-c4cccc5[nH]ccc45)ccc3n2C)c1	0	-7	-6	101	-0.8	-0.8	0	-13	-2	-0.3
C=C1CSc2nc(=O)c3c4c(sc3n21)CCCC4	-3	-6	6	90	-1.0	-0.5	3	-4	1	-0.1
CC(C)NC(=O)COCc1cc(-c2ccc3c(c2)OCO3)on1	5	-4	-2	94	-0.4	-0.9	1	-6	12	-0.1
Oc1ccc2ccccc2c1N=Nc1nccs1	-10	1	-6	95	-0.6	-6.0	-15	22*	62*	-0.6
CCOc1ccc(NC(=O)COc2ccc(S(=O)(=O)N3CCOCC3)cc2)cc1	2	-3	0	102	2.0	-1.3	5	1	-13	0.0
COc1cc2c(cc1OC)C(c1ccccc1)N(C(=O)c1cccc(S(C)(=O)=O)c1)CC2 (stereo not drawn)	-4	-5	67*	93	0.7	0.9	5	8	-1	-0.1
N#Cc1cc([N+](=O)[O-])ccc1NCCN1CCOCC1	2	-4	4	102	-0.8	-2.2	-2	0	2	-0.3
O=[N+]([O-])c1cc(C(F)(F)F)ccc1NC1CCN(Cc2ccccc2)CC1	-5	-6	-3	100	-0.9	0.2	11	-7	10	-0.3
CCOc1cc(C=C(C#N)C#N)ccc1Oc1ccc([N+](=O)[O-])cn1	1	16	4	96	-1.4	-4.6	10	1	-4	-0.6

As a short view, 3 of the compounds above:
SMILES	HTR2A ag	H9c2 protect	N-glyco inh	ABCB6 inh MLPCN	hiPSC survival	MC4R ag barr	MC4R antagonist	ABHD5-PLIN5 inh	Exocytosis inh	aDG glyco up
CN(C)CCCN1C(=O)C(O)=C(C(=O)c2cc3ccccc3o2)C1c1ccccn1 (stereo not drawn)	-4	-1	0	97	0.8	-0.8	33*	-1	1	-0.2
COc1cc(OC)cc(-c2c(-c3cccs3)c3cc(-c4cccc5[nH]ccc45)ccc3n2C)c1	0	-7	-6	101	-0.8	-0.8	0	-13	-2	-0.3
C=C1CSc2nc(=O)c3c4c(sc3n21)CCCC4	-3	-6	6	90	-1.0	-0.5	3	-4	1	-0.1

Other compounds:
SMILES	HTR2A ag	H9c2 protect	N-glyco inh	ABCB6 inh MLPCN	hiPSC survival	MC4R ag barr	MC4R antagonist	ABHD5-PLIN5 inh	Exocytosis inh	aDG glyco up
CC1CCCCN1CCCNC(=O)C1CCN(c2nnc(-n3cccc3)s2)CC1 (stereo not drawn)	-2	1	1	95	-0.4	-1.4	-3	3	0	0.3
O=C(O)Cc1sc(NCCc2ccccc2)nc1-c1ccc(F)cc1	-3	2	-1	113	0.6	-1.7	5	-14	10	0.1
NS(=O)(=O)c1ccc(CNC(=S)NC2CCCCC2)cc1	-3	-5	0	97	0.2	-1.8	12	-5	-2	-0.1
O=C(c1c(F)cccc1F)N1CCCc2ccccc21	2	5	-1	98	1.5	-1.6	2	1	-2	-0.1
C#CCOCCOCCOCCNc1nc(N2CCN(C(=O)C([C@@H](C)CC)n3cc(C(N)Cc4ccc(O)cc4)nn3)CC2)nc(N2CCN(C(=O)[C@H](CCC(=O)O)n3cc(C(N)CO)nn3)CC2)n1 (stereo partly drawn)	-1	13	0	98	1.8	-2.4	6	5	4	0.0
